AmpC detergent: AmpC beta-lactamase inhibition with detergent present. Potency, µM (series often up to 114 µM), for the others: top-dose activity change, negative = inhibition, hits mostly inhibitors. AmpC hydrolysis of nitrocefin, absorbance 480 nm, 0.01% Triton. AID 485294. P00811. hit rate 0.041% among 370,000;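 note: potency is the fitted concentration of half-maximal effect; 0% = no-compound wells and -100% = no-enzyme wells; nearly all actives have a fitted effect of over 25% in size; some results filed as inactive show a strong effect at the top dose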
Target sequence (P00811 whole entry, looked up): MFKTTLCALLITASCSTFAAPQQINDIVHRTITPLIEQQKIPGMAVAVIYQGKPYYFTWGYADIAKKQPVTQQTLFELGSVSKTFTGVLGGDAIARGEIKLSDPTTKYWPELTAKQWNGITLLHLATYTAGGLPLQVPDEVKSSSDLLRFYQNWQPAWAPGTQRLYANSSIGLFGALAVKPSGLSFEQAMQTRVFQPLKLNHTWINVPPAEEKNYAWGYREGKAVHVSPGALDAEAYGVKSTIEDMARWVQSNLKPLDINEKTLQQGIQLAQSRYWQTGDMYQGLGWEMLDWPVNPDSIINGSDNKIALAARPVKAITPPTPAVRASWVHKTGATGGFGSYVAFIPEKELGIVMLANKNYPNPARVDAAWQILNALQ
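AmpC (5.3 nM in the dispensed reagent) in 20 mM phosphate pH 7.0 with 0.01% (detergent screen) or 0.0001% Triton X-100 was preincubated with compounds for 15 min at room temperature. Nitrocefin was then added from an 800 uM solution, and hydrolysis was followed at 480 nm.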
HCMV inh: blocks human cytomegalovirus replication. activity change, negative = inhibition, % at 57.5 µM. HFF cells, HCMV-luciferase reporter, 72 h; active compounds read low. AID 1259415. hit rate 4.5% among 410,000; in the data active = activity change below about -60%; inconclusive = no clear call, values can overlap the other calls; inactive = above about -39%
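Luciferase read-out from HCMV-luciferase-infected HFFs (MOI 1 PFU/cell) 72 h post infection at 37C; compounds added after 16 h cell attachment; activity normalized between buffer-only basal and Salinomycin (10uM) inhibitor controls.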
AmpC inh no detg: inhibitors of E. coli AmpC beta-lactamase without detergent; AmpC nitrocefin hydrolysis, absorbance 480 nm, 0.0001% Triton; Potency, µM (doses to about 57.1 µM), for inactives: at the highest dose activity change, negative = inhibition, actives largely listed as inhibitors; hit rate 0.52% among 330,000;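 note: potency is the fitted concentration of half-maximal effect; plate controls were no compound for no effect and no enzyme for full effect; nearly all actives have a fitted effect of over 20% in size; some results filed as inactive show a strong effect at the top dose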
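AmpC (5.3 nM in the dispensed reagent) in 20 mM phosphate pH 7.0 with 0.01% (detergent screen) or 0.0001% Triton X-100 was preincubated with compounds for 15 min at room temperature. Nitrocefin was then added from an 800 uM solution, and hydrolysis was followed at 480 nm.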
Tb PYK inh: blocks Trypanosoma brucei pyruvate kinase; hit rate 0.12% among 410,000; Q57TT1; Potency, µM (titrated, usually from 76.8 µM), for inactives: top-dose activity, negative = inhibition, usual class: inhibitors; AID 624173; TbPYK enzyme, Kinase-Glo Plus ATP luminescence, 45 min; note: potency is the fitted concentration of half-maximal effect; nearly all actives have a fitted effect of over 50% in size
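Screened from lowest to highest concentration, compounds were pinned into TbPYK/substrate mixtures, and ADP (130 uM final) was added. Plates sat at room temperature for 45 min prior to Kinase-Glo Plus detection by luminescence.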
LmPK inhibitor: LmPK (Leishmania mexicana) enzyme inhibition | purified LmPK, Kinase-Glo ATP luminescence, 1 h | Potency, µM (titrated, usually from 57.5 µM), for the others: at the highest dose activity change, negative = inhibition, hits mostly inhibitors | hit rate 0.37% among 290,000; note: potency is the fitted concentration of half-maximal effect
Target sequence (Q27686 whole entry, looked up): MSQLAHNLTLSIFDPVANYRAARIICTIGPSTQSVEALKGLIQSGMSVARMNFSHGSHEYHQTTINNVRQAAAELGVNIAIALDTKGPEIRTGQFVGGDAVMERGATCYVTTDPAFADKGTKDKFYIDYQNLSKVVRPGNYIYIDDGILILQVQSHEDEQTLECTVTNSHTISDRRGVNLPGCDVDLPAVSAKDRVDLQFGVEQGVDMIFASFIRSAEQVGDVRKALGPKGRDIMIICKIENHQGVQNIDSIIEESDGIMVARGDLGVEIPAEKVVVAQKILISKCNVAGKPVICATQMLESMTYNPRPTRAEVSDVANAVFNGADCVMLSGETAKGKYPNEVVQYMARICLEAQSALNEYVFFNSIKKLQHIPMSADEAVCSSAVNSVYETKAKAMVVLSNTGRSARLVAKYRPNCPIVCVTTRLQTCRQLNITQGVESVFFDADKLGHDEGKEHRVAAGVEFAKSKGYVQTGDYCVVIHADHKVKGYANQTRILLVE
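In 50 mM imidazole pH 7.2 with 7 mM MgCl2, LmPK (0.1 nM) turned over PEP (0.5 mM) and ADP (0.1 mM) for 1 h at room temperature. Luciferase read-out of ATP.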
AMA1-RON2 inh: disrupts binding of P. falciparum AMA1 to RON2; AID 720542; hit rate 0.2% among 360,000; Potency, µM (top dose mostly 58.2 µM), for inactives: top-dose activity change, negative = inhibition, hits mostly inhibitors; AlphaScreen AMA1-biotinylated RON2 peptide binding;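 note: potency is the fitted concentration of half-maximal effect; 0% = vehicle wells and -100% = peptide control; nearly all actives have a fitted effect of over 45% in size; some results filed as inactive show a strong effect at the top dose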
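AMA1 (3D7) with his tag at 25 nM final met compounds first, then biotinylated RON2 peptide at 25 nM; detection used donor plus acceptor beads, 10 µg/mL apiece, read by AlphaScreen after 30 min at room temperature.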
HCV inh: blocks hepatitis C virus; hit rate 3.4% among 340,000; Potency, µM (top dose mostly 41.8 µM), for the others: at the highest dose activity change, negative = inhibition, most hits filed as inhibitors; AID 651820; Huh7.5.1 HCVcc-Cre infection, luciferase reporter, 44 h; note: potency is the fitted concentration of half-maximal effect
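Antiviral activity was scored by luciferase reporter output from cells infected with HCVcc-Cre (~0.5 moi) in presence of compound, 44 h infection period, cells seeded 1,000/well 4 h prior.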
* = called active by the depositor; ? = inconclusive; · = not tested or not shown; [ ] = remark or other dose. Unless noted, calls come from the whole dose curve; as a rule, active = well fitted curve in the direction sought with a large enough effect; inconclusive = small, poorly fitted or top-dose-only effect, or another doubt; inactive = no such curve, though single readings can be large; an effect the other way counts as inactive or inconclusive. Unless noted, % is set by controls: 0 for no effect and ±100 for the full control effect.

Compound,Tb PYK inh,AmpC detergent,HCV inh,AMA1-RON2 inh,LmPK inhibitor,HCMV inh,AmpC inh no detg
CC(=O)c1ccc(NC(=O)CSc2ccc(-c3ccco3)nn2)cc1,-11%,1%,-5%,-1%,1%,18,-18%
Cc1ccnc(N2CCCC(C(=O)Nc3ccc(C)c(C)c3)C2)n1 (stereo not drawn),4%,7%,-6%,0%,-11%,-2,-7%
CC1=CC(=C(C#N)C#N)c2ccccc2N1C,8%,?,-26%,0%,-5%,14,-12%
CC(=O)c1c(C)[nH]c(C(=O)COC(=O)Cc2ccccc2F)c1C,-1%,·,28%,-19%,·,42,-22%
OCC1(CCCc2ccccc2)CCN(Cc2cc(F)ccc2F)CC1,-11%,8%,6%,-5%,3%,-23,82%[activator]
O=S(=O)(c1ccc2c(c1)OCCO2)N1CCN(c2nc3ccccc3s2)CC1,-2%,?,-13%,0%,3%,?,-4%
CCn1c(=N)n(CC(O)c2ccccc2)c2ccccc21 (stereo not drawn),-10%,10%,15%,-3%,-3%,-16,·
COc1ccc2sc(NCc3ccccc3)nc2c1,3%,-13%,-1%,-6%,-5%,111,-19%
COc1ccc(N2C(=O)CC(NC3CCCCNC3=O)C2=O)cc1 (stereo not drawn),0%,1%,5%,-3%,1%,23,-11%
Cn1ccnc1SCC(=O)Nc1cccc([N+](=O)[O-])c1,0%,5%,33%[activator],-8%,-5%,-7,-30%
Cc1ccccc1CNCCCSc1ncccn1,-4%,-6%,27%,4%,-1%,-6,-11%
Cc1cccc(C)c1NC(=O)CN(C)CC(=O)Nc1ccccc1Br,1%,-1%,-10%,53%[activator],-4%,-11,-17%
C=C1[C@H]2C[C@H]3[C@H]4N5C[C@]6(C)CCC[C@]47[C@H]([C@H]2O)[C@]3(C[C@]5(O)[C@H]67)[C@@H]1O,-4%,·,44%[activator],0%,·,13,·
O=c1oc2ccc(Cl)cc2nc1/C=C(\O)c1cccs1,-6%,10%,-23%,54%[activator],9%,46,-22%
COc1ccccc1-c1cnc(C(O)c2ccc(SC)cc2)[nH]1 (stereo not drawn),3%,·,·,-18%,·,14,·
CCOC(=O)C(C)Sc1nnc2c3ccccc3n(C)c2n1 (stereo not drawn),-2%,1%,-27%,2%,-7%,-10,25%
Cc1ccc(C)c(OCCC(=O)Nc2ccc3c(c2)OCO3)c1,5%,5%,?,3%[11.6 µM],·,-12,-29%
COc1ccc(S(=O)(=O)NNC(=O)c2sccc2-n2cccc2)cc1,5%,6%,-15%,3%,-1%,-13,-30%
Cc1nnc(NC(=O)CSCc2cc(=O)c3cc(Cl)ccc3[nH]2)s1,0%,2%,·,·,·,10,·
COc1cc(CNCc2cccnc2)ccc1OCc1ccccc1,-1%,-4%,-53%,-13%,-6%,-39,-9%
c1cc2c(cc1-c1ccc3c(c1)OCO3)CNCc1cnnn1-2,1%,·,·,12%,·,86,·
O=C(Nc1c(C(=O)Nc2cccc3ccccc23)cnn1-c1ccccc1)c1ccco1,-4%,9%,0%,-20%,5%,-25,-36%
Clc1ccc2nc(-c3cccs3)c(Nc3ccc4c(c3)OCCO4)n2c1,-11%,16%,·,·,·,31,·
O=C1CCCC/C1=C\Nc1ccccc1C(=O)O,-2%,?,1%,16%,10%,-6,-23%
CN1CN(c2cccc([N+](=O)[O-])c2)CN=C1N[N+](=O)[O-],-1%,?,20%,4%,5%,-36,-6%

Single values from the results shown.
CN1CN(c2cccc([N+](=O)[O-])c2)CN=C1N[N+](=O)[O-] – LmPK inhibitor: 5%
C=C1[C@H]2C[C@H]3[C@H]4N5C[C@]6(C)CCC[C@]47[C@H]([C@H]2O)[C@]3(C[C@]5(O)[C@H]67)[C@@H]1O – AMA1-RON2 inh: 0%
CCOC(=O)C(C)Sc1nnc2c3ccccc3n(C)c2n1 (stereo not drawn) – LmPK inhibitor: -7%
CC(=O)c1c(C)[nH]c(C(=O)COC(=O)Cc2ccccc2F)c1C – AmpC inh no detg: -22%
O=c1oc2ccc(Cl)cc2nc1/C=C(\O)c1cccs1 – LmPK inhibitor: 9%
Cc1ccccc1CNCCCSc1ncccn1 – HCMV inh: -6
Cc1cccc(C)c1NC(=O)CN(C)CC(=O)Nc1ccccc1Br – AmpC inh no detg: -17%

The listing picks up, starting two compounds before the break.
Compound,Tb PYK inh,AmpC detergent,HCV inh,AMA1-RON2 inh,LmPK inhibitor,HCMV inh,AmpC inh no detg
O=C1CCCC/C1=C\Nc1ccccc1C(=O)O,-2%,?,1%,16%,10%,-6,-23%
CN1CN(c2cccc([N+](=O)[O-])c2)CN=C1N[N+](=O)[O-],-1%,?,20%,4%,5%,-36,-6%
COC(=O)[C@@]12CCCN1[C@H](c1ccc(SC3CCCCC3)cc1)[C@H]1C(=O)N(C)C(=O)[C@H]12,-7%,?,-7%,8%,·,-20,154%[activator]
CN1CCN(C(=O)COc2ccc(S(=O)(=O)NC3CCCCC3)cc2Cl)CC1,-7%,6%,2%,-18%,-4%,17,-22%
COc1cc(/C=N/NC(N)=S)ccc1OCC(=O)N1CCOCC1,-5%,7%,1%,45%[activator],-4%,114,-4%
C[C@H]1CCC[C@]2(O[C@H](CCO)C[C@H](O)[C@H]2O)O1,0%,·,13%,2%,·,-3,·
CCN(CC)CCCNC(=O)CNC(=O)c1nn(-c2ccc(OC)cc2OC)c(=O)c2ccccc12,3%,·,·,30%,·,?,·
COc1ccc(OCC(=O)Nc2c3c(nn2C(C)(C)C)CSC3)cc1,1%,2%,-18%,4%,-3%[11.5 µM],39,-4%
CN(CCc1ccccn1)C(=O)CCC1CCCN(C(=O)c2c3c(nn2C)CCCC3)C1 (stereo not drawn),-4%,4%,5%,-8%,2%,-29,38%
COc1ccc(CN2CCN(CCSc3ccc(C)cc3)CC2)c(OC)c1OC,12%,?,14µM*,?,-10%,26,79%[activator]
Cc1cc(-c2ccc(S(=O)(=O)Nc3ccccc3F)s2)on1,-2%[15.4 µM],0%,·,·,·,0,·
O=c1c2ccccc2ncn1-c1ccc(Cl)cc1Cl,-5%,-1%,-19%,-3%,3%,-21,-6%
CN(C)CC1CCCCC1C1(O)c2ccccc2CSc2sccc21 (stereo not drawn),2%,-3%,?,-22%,-2%,43,174%[activator]
CCN1CCN(S(=O)(=O)c2ccc(Cl)c(C(=O)N(C)Cc3ccccc3)c2)CC1,-3%,-7%,-21%,18%,·,-17,67%[activator]
CCN(CC)S(=O)(=O)c1cccc(C(=O)NNC(=O)c2ccc3[nH]c(=O)c(=O)[nH]c3c2)c1,-1%,4%,19%,-10%,-5%,-30,-22%
Cc1ccc(S(=O)(=O)/N=C/c2cc(Br)ccc2O)cc1,0%,-2%,9%,19%,-21%,-37,-2%
COc1ccc(C(CC(=O)O)c2cc(OC)c(OC)c(OC)c2)cc1OC (stereo not drawn),-15%,·,36%[activator],-21%,·,18,·
COc1ccc(CN2CCCC(C(=O)N(C)Cc3ccccc3)C2)cc1OC (stereo not drawn),3%,-1%,6%,2%,-1%,6,-8%
Cc1cccc(N=C2NC(=O)/C(=C/c3cccn3C)S2)c1,-2%,-5%,11µM*,-4%,5%,-33,-35%
CCSc1nnc(NC(=O)C2CC(=O)N(Cc3ccc(C)cc3)C2)s1 (stereo not drawn),2%,2%,0%,1%,-1%,12,77%[activator]
Cc1ccc(Cn2c(SCC(=O)Nc3cccc(C)n3)nc3c2c(=O)n(C)c(=O)n3C)cc1,·,0%,-5%,·,10%,·,-16%
COc1ccc(S(=O)(=O)N2CCCCC2)cc1NS(=O)(=O)c1ccccc1,-7%,·,26%,-5%,·,-34,-17%
Cc1cccc(NC(=O)CSCC(=O)N=c2sccn2C)c1,-6%,-11%,6%,-8%,·,3,-17%
COc1ccc(NC(=O)c2cc3cc(C)ccc3[nH]2)cc1,4%,23%,·,·,·,28,·
COc1ccc(OC)c(CCNC(=O)CCn2c(=O)c3cccn3c3ccc(F)cc32)c1,3%,21%,·,·,·,-34,·
CCCC1(CC)C(=O)NC(=O)N=C1N (stereo not drawn),-3%,·,13%,-12%,·,22,·
O=C(CSc1ccccc1C(=O)N1CCN(c2ccccc2)CC1)N1CCCC1,-5%,-9%,-1%,-4%,·,?,8%
C/C=C/c1ccc(OCC(O)CNCC(c2ccc(OC)cc2)N(C)C)c(OC)c1 (stereo not drawn),24%,1%,-18%,-16%,-2%,35,38%
Cc1ccc(S(=O)(=O)Nc2ccc(SC(F)F)cc2)c(C)c1,3%,?,-11%,-21%,3%,-19,-17%
CCC1CCC/C1=N\NC(=O)c1cc(C)[nH]n1 (stereo not drawn),-2%,-2%,0%,47%[activator],6%,20,1%

A stretch taken from the entries so far, as a working copy:
Compound,Tb PYK inh,AmpC detergent,HCV inh,AMA1-RON2 inh,LmPK inhibitor,HCMV inh,AmpC inh no detg
CC(=O)c1ccc(NC(=O)CSc2ccc(-c3ccco3)nn2)cc1,-11%,1%,-5%,-1%,1%,18,-18%
Cc1ccnc(N2CCCC(C(=O)Nc3ccc(C)c(C)c3)C2)n1 (stereo not drawn),4%,7%,-6%,0%,-11%,-2,-7%
CC1=CC(=C(C#N)C#N)c2ccccc2N1C,8%,?,-26%,0%,-5%,14,-12%
CC(=O)c1c(C)[nH]c(C(=O)COC(=O)Cc2ccccc2F)c1C,-1%,·,28%,-19%,·,42,-22%

Screening data deposited in PubChem BioAssay by National Center for Advancing Translational Sciences (NCATS).
